Compound activity as filed in PubChem BioAssay.
Pf Dd2 inh: qHTS Primary assay for Inhibitors of Plasmodium falciparum Dd2 growth in vitro | P. falciparum Dd2 growth, SYBR Green, 72 h | Potency, µM (doses to about 28.9 µM), for inactives: at the top dose activity, negative = inhibition, most hits filed as inhibitors | 120,000 tested, 4.3% active; active = well fitted inhibition curve with a large enough effect; inconclusive = small, poorly fitted or top-dose-only effect; inactive = no such curve, though single readings can be large or run the other way;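 note: plate controls were DMSO vehicle for no effect and reference drug for full effect; nearly all actives have a fitted effect of over 65% in size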
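Infected erythrocytes (Dd2, 0.3% parasitemia, 2.5% hematocrit final) are added to compound in RPMI-1640/Albumax II medium, grown 72 h at 37C in low oxygen, then lysed with saponin/Triton-X containing SYBR Green and read by fluorescence.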
Numbers without * were called inactive; [ ] = another dose, or the depositor's remark. Potency is the fitted concentration of half-maximal effect. Only part of the results is shown; the hit share may differ from the screen's.

`COc1ccc(C(=O)c2cn(CC(=O)Nc3ccc4c(c3)OCO4)c3ccc(OC)cc3c2=O)cc1` gave Pf Dd2 inh -7.2%.
`CCOCCCNC(=O)N1C[C@@H](Oc2cccnc2)C[C@@H]1C(=O)N1CCOCC1` gave Pf Dd2 inh 8.7%.
For CC(C)CN[C@H]1CO[C@H]2[C@@H]1OC[C@@H]2Nc1nccc(C(C)(C)C)n1 the results were Pf Dd2 inh inactive.
COCCCN1C(=O)N(Cc2ccccc2)C(=O)C12CCN(Cc1cccs1)CC2 was read as Pf Dd2 inh -15.1%.
`CCc1ccc(NC(=O)c2nn(-c3ccc(OC)cc3)c(=O)c3c2c2ccccc2n3C)cc1` gave Pf Dd2 inh inconclusive.
For CN(C)c1ccc(CCNC(=O)[C@H]2CNC[C@H](C(=O)N3CCCC3)C2)cc1 the results were Pf Dd2 inh 0.4%.
For Cc1ccc2c(c1)N(CC(=O)NCc1ccccc1Br)C(=O)c1cccnc1O2 the results were Pf Dd2 inh inactive.
`Cc1ccc(CN2CCCC(CNS(=O)(=O)C3CC3)C2)cc1C` (stereo not drawn) gave Pf Dd2 inh inconclusive.
For Cc1cc(-c2ccc(C)c(S(=O)(=O)Nc3ccccn3)c2)on1 the results were Pf Dd2 inh inactive.
Screening O=C(Nc1ccc(F)cc1F)c1cc(-c2ccccc2O)no1 returned Pf Dd2 inh 7.3%.
For COc1ccc(CN2CC3(CCN(C(=O)Nc4ccc(OC)c(F)c4)CC3)C2=O)cc1 the results were Pf Dd2 inh inconclusive.
COc1ccc(-c2nnc3ccc(N4CCN(C(C)=O)CC4)nn23)nc1 was read as Pf Dd2 inh -21.7%[44.1 µM].
`CCCn1ccc2c(OCC(=O)Nc3ccc(OC)c(OC)c3)cccc2c1=O` gave Pf Dd2 inh inconclusive.
Screening Cc1cccc(-c2nc3ccccc3n3c(-c4ccccc4)c4c(=O)n(C)c(=O)n(C)c4c23)c1 returned Pf Dd2 inh 67.0%[activator].
`Cc1ccc2c(c1)cc(C(=O)NCc1ccccc1C)n2C` gave Pf Dd2 inh 6.7%.
For Cc1ccc(CNC(=O)C(C)C2CCOCC2)o1 (stereo not drawn) the results were Pf Dd2 inh 51.8%[activator].
Screening COc1ccccc1-c1ccnc(N[C@H]2CO[C@H]3[C@@H]2OC[C@@H]3NC(=O)c2ccccc2)n1 returned Pf Dd2 inh -23.1%[44.1 µM].
`CCc1nnc(SCC(=O)N(C)c2ccccc2)c2cc3sccc3n12` gave Pf Dd2 inh 1.3%.
Screening Cc1ccccc1CNC(=O)c1ccc2c(c1)c(C)c(C)n2C returned Pf Dd2 inh 5.8%.
`C=CCC1(CO)CCCN(CC(=O)NC2CCCCC2)C1` (stereo not drawn) gave Pf Dd2 inh -9.7%.
Screening Cc1ccc(NC(=O)CSc2nnc3ccc4ccccc4n23)cc1 returned Pf Dd2 inh 12.3%.
For CC(=O)c1cc(-c2ccc(F)cc2)n(CC(=O)NC2CCC(C)CC2)c1C (stereo not drawn) the results were Pf Dd2 inh 44.3%[activator].
COc1ccc(-c2ccc3c(c2)C(=O)N2CC[C@H](NC(=O)c4cccs4)[C@H]2C(=O)N3)c(OC)c1 was read as Pf Dd2 inh inconclusive.
For O=C(NC1CCCCC1)c1ccc(Cn2c(SCc3ccccc3)nc3cccnc32)cc1 the results were Pf Dd2 inh 3.2%.
For COc1ccc(CN2CCCCC23Cc2ccccc2CNC3=O)c(OC)n1 (stereo not drawn) the results were Pf Dd2 inh inconclusive.
`COc1ccc(NC(=O)CSC2=Nc3ccccc3C3=NC(CCC(=O)NCCc4ccccc4)C(=O)N23)c(OC)c1` (stereo not drawn) gave Pf Dd2 inh -17.6%.
For Cc1cnc(-c2ccccc2)n1C1CCCN(C(=O)c2ccnn2C)C1 (stereo not drawn) the results were Pf Dd2 inh -29.1%.
Screening O=C1Nc2ccccc2CN(Cc2ccc(C(F)(F)F)cc2)C12CCNCC2 returned Pf Dd2 inh 6.31µM*.
`Cc1ccc(C(=O)Nc2ccc3c(N4CCCCC4)ncnc3c2)s1` gave Pf Dd2 inh 5.01µM*.
Cc1cccc(-c2nnc(SCC(=O)N3CCCc4ccccc43)o2)c1 was read as Pf Dd2 inh 12.5%.
Screening CCOC(=O)CC(NC(=O)Cn1nnc(-c2ccc(Cl)cc2)n1)c1ccc(OC)cc1 (stereo not drawn) returned Pf Dd2 inh 7.7%.
For COCCn1c(CNC(=O)c2cccc(C)c2)nc2cccnc21 the results were Pf Dd2 inh 13.6%.
CCOCCOC1CCN(C(=O)c2ccco2)CC1 was read as Pf Dd2 inh 15.4%.
c1cc(CN2CCC(Oc3nccnc3N3CCOCC3)C2)ccn1 (stereo not drawn) was read as Pf Dd2 inh -25.5%.
Screening Cn1cc(CN2CCOC[C@H](O)C2)c2ccccc21 returned Pf Dd2 inh inconclusive.
COCCCNC(=O)N1CCCCC1c1nc(CCOc2cccc(C)c2)no1 (stereo not drawn) was read as Pf Dd2 inh -24.6%.
O=C(Nc1cc(-c2ccccc2F)nn1-c1ccccc1)c1ccccc1Br was read as Pf Dd2 inh 12.7%.
For CN1CC(=O)N(c2ccc(Cl)cc2)Cc2c1ncnc2N1CCOCC1 the results were Pf Dd2 inh inconclusive.
`COc1ccc(C2Cn3nnc(-c4nc(-c5ccc(SC)cc5)no4)c3CO2)cc1` (stereo not drawn) gave Pf Dd2 inh inactive.
For O=C1c2cnc(-c3cccc(CO)c3)nc2OCCN1c1cccc(C(F)(F)F)c1 the results were Pf Dd2 inh 14.1µM*.
`Cc1ccc(C(=O)N2CC(c3noc(COc4ccccc4C)n3)C2)cn1` gave Pf Dd2 inh -16.9%.
`CCC(=O)N1CCN(C2CCN(Cc3ccccn3)C2=O)CC1` (stereo not drawn) gave Pf Dd2 inh inconclusive.
Screening O=[N+]([O-])c1cccc(-c2noc([C@@H]3C[C@@H](O)CN3Cc3cccc(OC(F)(F)F)c3)n2)c1 returned Pf Dd2 inh inactive.
Screening Cc1ccc(C2Cn3nnc(-c4nc(-c5ccccc5Br)no4)c3CO2)c(C)c1 (stereo not drawn) returned Pf Dd2 inh inactive.
For O=S1(=O)CCC(S(=O)(=O)Nc2ccc(F)cc2)C1 (stereo not drawn) the results were Pf Dd2 inh -3.6%.
`CCc1ccc(NC(=O)c2sc(-n3nc(C)c(CCC(C)C)c3C)nc2C)cc1` gave Pf Dd2 inh inconclusive.
For Cc1cc(C(=O)N2C[C@@H](COc3ccccc3)[C@H](C(N)=O)C2)n(C)n1 the results were Pf Dd2 inh 6.9%.
For COCCN1C(=O)CS(=O)(=O)C12CCN(C(=O)c1cc(OC)cc(OC)c1)CC2 the results were Pf Dd2 inh inactive.

Among those listed so far, 2 have two or more sulfur atoms:
`CCc1nnc(SCC(=O)N(C)c2ccccc2)c2cc3sccc3n12` gave Pf Dd2 inh 1.3%.
For O=S1(=O)CCC(S(=O)(=O)Nc2ccc(F)cc2)C1 (stereo not drawn) the results were Pf Dd2 inh -3.6%.

(cont.)
CN1C[C@H](NC(=O)Nc2ccccc2)CCC[C@@H](C(=O)NCc2cc(F)cc(F)c2)CC1=O was read as Pf Dd2 inh inactive.
`CNc1nc2c(c(C(=O)N3CCCC3)n1)CN(C(=O)Cn1nc(C)cc1C)CC2` gave Pf Dd2 inh -4.3%.
`CCCNc1cc(N2CCC(CCC(=O)Nc3ccc(C)cc3)CC2)ncn1` gave Pf Dd2 inh 12.6µM*.
COc1ccc(Cn2c(C(=O)O)c(CNCc3ccc(C)o3)c3ccc(OC)cc32)cc1 was read as Pf Dd2 inh inconclusive.
For COc1ccc(NS(=O)(=O)c2ccc3c(c2)CCN3C(=O)C2CC2)cc1OC the results were Pf Dd2 inh 10.4%.
CCNC(=O)[C@@H]1CCCN1[C@@H](C(=O)NC)c1cccc(O)c1 was read as Pf Dd2 inh 12.2%[44.1 µM].
O=C1NCc2ccccc2CC12CCCN(Cc1ccc(F)c(Cl)c1)C2 (stereo not drawn) was read as Pf Dd2 inh inconclusive.
For COc1ccc(-c2cc(C(F)(F)F)nc(NCCc3ccccc3)n2)cc1OC the results were Pf Dd2 inh 11.9%.
Screening CCN(CC)CCCNC(=O)CN1C(=O)CCn2nc(-c3cn(C)c4ccccc34)cc21 returned Pf Dd2 inh 39.5%[activator].
For Cc1ccccc1NC(=O)CSc1nc(-c2cccs2)nc2cc(=O)[nH]n12 the results were Pf Dd2 inh 54.6%[activator][5.79 µM].
CCn1nccc1C(=O)N1CCCC(c2nn[nH]n2)C1 (stereo not drawn) was read as Pf Dd2 inh 12.6%.
COCCNC(=O)c1nc2nc(-c3ccccc3)c(Cl)cc2n1C was read as Pf Dd2 inh inactive.
CNC(=O)C1CN(c2ccc(F)cc2)C(=O)N1 (stereo not drawn) was read as Pf Dd2 inh 5.1%[44.1 µM].
For COCc1nnc2n1CCC(NC(=O)CCCc1c[nH]c3ccccc13)CC2 (stereo not drawn) the results were Pf Dd2 inh 11.6%.
Cc1ccc(S(=O)(=O)N2CCOCC2)cc1C(=O)Nc1ccccc1C(=O)O was read as Pf Dd2 inh -18.9%.
`CCc1c(C)nn(CC(=O)NCC2CCN(c3cnn(C)c(=O)c3)C2)c1C` (stereo not drawn) gave Pf Dd2 inh -16.6%.
COCCNc1ccc(-c2noc([C@@H]3CCCN3Cc3cc(OC)c(OC)c(OC)c3)n2)cn1 was read as Pf Dd2 inh 8.91µM*.
Screening O=C(NCCc1ccc(F)cc1)C1CCCN(c2nc3ncccc3o2)C1 (stereo not drawn) returned Pf Dd2 inh inactive.
Screening Cc1noc([C@H]2CCN(C(=O)NCc3ccccc3)C[C@H]2NC(=O)C2CCOCC2)n1 returned Pf Dd2 inh 15.4%.
Screening CCCC(=O)N1CCc2cn(C)c3cccc(c23)C1 returned Pf Dd2 inh inactive.
`Cc1ccc(CNC(=O)CCCn2c(=O)c3ccccc3n(CC(=O)Nc3ccc(C)c(C)c3)c2=O)cc1` gave Pf Dd2 inh inconclusive.
For CNC(=O)[C@@H]1CN(C(=O)Cc2cc(C)no2)C[C@H]1COC the results were Pf Dd2 inh 5.7%.
CN1C(=O)[C@@H]2C[C@@H](O)CN2C2(CN(Cc3ccc(F)c(F)c3)C2)C1=O was read as Pf Dd2 inh 26.5%[44.1 µM].
Screening CCC(=O)N1CCc2cc(S(=O)(=O)CCC(=O)N3CCN(c4ccc(Cl)cc4)CC3)ccc21 returned Pf Dd2 inh 39.4%[activator].
O[C@H]1[C@H](NCc2ccncc2)[C@H]2CO[C@H](O2)[C@@H]1N1CCOCC1 was read as Pf Dd2 inh -12.4%[44.1 µM].
Cc1ccc2nc(-c3ccc(Cl)c(NC(=O)COc4ccc([N+](=O)[O-])cc4)c3)oc2c1 was read as Pf Dd2 inh 38.4%.
CC(C)c1noc(-c2cn(C3CCN(C(=O)c4ccccc4Cl)CC3)nn2)n1 was read as Pf Dd2 inh -2.9%.
For COCCCNC(=O)CSc1nc(-c2ccc(OC)c(OC)c2)[nH]c1-c1ccc(F)cc1 the results were Pf Dd2 inh inconclusive.
`CSCC(=O)N[C@H]1CCN2C(=O)N(c3ccc(C(C)C)cc3)C(=O)[C@@H]2C1` gave Pf Dd2 inh -0.5%[44.1 µM].
For Cc1ccc(CC(=O)N2c3ccccc3CC2c2nnc(C3CCOCC3)o2)cc1 (stereo not drawn) the results were Pf Dd2 inh inactive.
COCCOC1CCOC2(CCN(C(=O)Nc3cccc(F)c3)CC2)C1 (stereo not drawn) was read as Pf Dd2 inh -17.5%.
`COCCNc1nc2c([S+](=O)([O-])c3ccc(OC)cc3)nnn2c2ccccc12` gave Pf Dd2 inh 50.9%[activator].
Screening O=S(=O)(NC[C@H]1O[C@@H](CO)[C@@H](O)[C@H]1N1CCOCC1)c1cccs1 returned Pf Dd2 inh 11.9%[44.1 µM].
`COc1ccc(CN(C)Cc2ccoc2)cc1OCC(O)CN1CCCCC1` (stereo not drawn) gave Pf Dd2 inh inconclusive.
`COC(=O)c1cn([C@H]2CO[C@H]3[C@@H]2OC[C@@H]3NC(=O)NCc2ccccc2)nn1` gave Pf Dd2 inh -6.3%[44.1 µM].
Cc1cccc(CC(=O)N2CCC(c3nn(C)c4c3COCC4)CC2)c1 was read as Pf Dd2 inh inactive[5.79 µM].

Molecules listed so far with a furan ring, fused or not, in the order listed:
For Cc1ccc(CNC(=O)C(C)C2CCOCC2)o1 (stereo not drawn) the results were Pf Dd2 inh 51.8%[activator].
CCOCCOC1CCN(C(=O)c2ccco2)CC1 was read as Pf Dd2 inh 15.4%.
COc1ccc(Cn2c(C(=O)O)c(CNCc3ccc(C)o3)c3ccc(OC)cc32)cc1 was read as Pf Dd2 inh inconclusive.
`COc1ccc(CN(C)Cc2ccoc2)cc1OCC(O)CN1CCCCC1` (stereo not drawn) gave Pf Dd2 inh inconclusive.

(cont.)
Screening Cc1ccc(C(=O)N2CCCC(c3nn(-c4ccccc4)c(=O)[nH]3)C2)cc1 (stereo not drawn) returned Pf Dd2 inh inactive.
`c1cncc(C2=NOC3(CCN(C4CCCCC4)CC3)C2)c1` gave Pf Dd2 inh 21.3%[44.1 µM].
`COc1cc(NC(=O)CCNS(=O)(=O)c2ccc3c(c2)CCN3C(=O)C2CC2)cc(OC)c1` gave Pf Dd2 inh -3.6%.
`CO[C@@]1(C)C[C@@H](O)C12CCN(C(=O)CN1CCc3ccccc3C1)CC2` gave Pf Dd2 inh -6.3%.

Nothing new here: entries from further up.
`COc1ccc(C(=O)c2cn(CC(=O)Nc3ccc4c(c3)OCO4)c3ccc(OC)cc3c2=O)cc1` gave Pf Dd2 inh -7.2%.
`CCOCCCNC(=O)N1C[C@@H](Oc2cccnc2)C[C@@H]1C(=O)N1CCOCC1` gave Pf Dd2 inh 8.7%.
For CC(C)CN[C@H]1CO[C@H]2[C@@H]1OC[C@@H]2Nc1nccc(C(C)(C)C)n1 the results were Pf Dd2 inh inactive.
COCCCN1C(=O)N(Cc2ccccc2)C(=O)C12CCN(Cc1cccs1)CC2 was read as Pf Dd2 inh -15.1%.
